Screening data as filed in PubChem BioAssay.
Growth percent in the NCI-60 one-dose screen (48 h, 10 µM unless noted): 100 = growth as untreated, 0 = no growth, -100 = all killed.
M14 – M14 melanoma. 6.2% of 80,000 active
HOP-62 – HOP-62 NSCLC. 3.9% of 80,000 active
CCRF-CEM – CCRF-CEM leukemia; 7% of 77,000 active; AID 1794778
RPMI-8226 – RPMI-8226 leukemia cells; 7.5% of 77,000 active
HOP-92 – HOP-92 NSCLC cells | 6.3% of 71,000 active | AID 1794738
A549/ATCC – A549/ATCC NSCLC; 3.7% of 81,000 active; AID 1794740
MOLT-4 – MOLT-4 leukemia cells. 6.9% of 80,000 active
EKVX – EKVX NSCLC | 3% of 71,000 active
Numbers without * were called inactive; x = no result given; & = joins results of further samples. How the source made its calls: active means growth percent below 10; inactive means the rest.

SMILES	M14	HOP-62	CCRF-CEM	RPMI-8226	HOP-92	A549/ATCC	MOLT-4	EKVX
NC(=O)C(c1ccc(Cl)cc1)c1ccc(N(CCCl)CCCl)cc1 (stereo not given)	76.2	63.7	43.9	80.4	65.8	60.6	38.2	100.7
O=S1(=O)CC2(N3CCOCC3)CCCCC21 (stereo not given)	96.9&102.2	105.1&119.0	97.3&103.3	98.8&104.1	103.5	112.6&107.1	100.7&94.6	x
CC(C)(C)NCC(O)c1cc(Cl)c(N)c(Cl)c1 (stereo not given)	106.3	100.9	99.3	108.2	81.2	102.5	101.3	106.5
OC1/C(=C/c2cn(Cc3ccccc3)c3ncccc23)N2CCC1CC2 (stereo not given)	101.8	91.3	99.5	90.5	76.5	89.3	90.7	98.1
Fc1ccc(C2=NN(c3cc(Cl)cc(Cl)c3)C(c3sc(N(CCCl)CCCl)nc3Cl)C2)cc1 (stereo not given)	92.3	86.8	87.4	x	x	92.8	72.0	98.7
Nc1c(F)cc(-c2nc3cc(F)ccc3[se]2)cc1Br	88.0	39.8	95.5	35.1	49.7	22.5	91.2	32.7
CC(C)C1(NC(=O)C2CC3c4cccc5[nH]cc(c45)CC3N(C)C2)OC2(O)C3CCCN3C(=O)C(Cc3ccccc3)N2C1=O (stereo not given)	103.4	110.1	134.8	107.6	x	107.3	65.8	98.8
CCCCCCN1C[C@@H]2[C@H](C1)[C@@H]1C=C[C@H]2C1	99.0	103.4	98.4	98.3	118.4	99.7	103.0	100.5
CC[C@]12C=CCN3CC[C@@]4(c5ccc(OC)cc5N(C)[C@H]4[C@@](O)(C(=O)OC)[C@@H]1OC(=O)CCCC[P+](c1ccccc1)(c1ccccc1)c1ccccc1)[C@@H]32	29.4	26.4	15.6	15.4	-30.0*	22.1	5.7*	56.1
O=[N+]([O-])c1ccc(CBr)cc1	106.0	97.4	100.8	111.1	106.8	x	101.3	100.9
CC(=O)N(O)c1ccc2c(c1)Cc1ccccc1-2	94.3	87.1	85.9	84.0	80.6	90.7	77.8	99.9
CNC(C)(C)Cc1ccc(Cl)cc1	96.8	90.7	99.4	96.5	80.0	87.1	97.0	105.0
Clc1cc(N2CC2)nc(N2CC2)n1	57.4	63.9	54.8	80.4	68.4	62.3	46.6	107.2
C=C1C(=O)O[C@H]2[C@H]1CC/C(COC(=O)C(=O)c1cn(Cc3ccccc3)c3ccccc13)=C\CC[C@@]1(C)O[C@@H]21	-66.0*	2.1*	-30.6*	-36.2*	-46.7*	-42.7*	-17.3*	-40.7*
Cc1cccc(CC(c2cccc(C)c2)N(C)C)c1 (stereo not given)	93.9	103.7	91.8	x	58.7	106.5	95.5	117.7
O=C(c1ccc2ccccc2c1)N1CC1	92.5	99.2	94.7	95.7	82.1	96.9	97.0	85.6
ClCCN(CCCl)c1nc(Cl)c(C2CC(c3ccccc3)=NN2c2ccccc2)s1 (stereo not given)	92.4	79.5	88.9	x	x	88.9	75.4	89.5
CN(C)CCc1ccccc1	103.5	97.8	99.9	101.0	104.5	95.8	88.2	x
C1=CCC2CN(CCCN3CCOCC3)CC2C1 (stereo not given)	100.6	110.4	106.4	99.1	108.6	97.8	93.1	101.3
N#CCc1ccc(Cl)cc1	97.3	93.2	110.0	104.5	101.2	99.1	101.1	109.4
O=P(N1CCOCC1)(N1CCOCC1)N1CCOCC1	102.4	103.9	99.7	90.4	x	100.2	85.4	95.1
CC(C)N(CCC(C(N)=O)(c1ccccc1)c1ccccn1)C(C)C (stereo not given)	95.8	96.0	92.9	103.7	105.1	x	91.4	104.5
COc1ccccc1N1CCNCC1	94.8	96.2	98.9	97.5	81.4	90.0	98.2	93.9
CC1CN(CC(=O)c2ccc(Br)cc2)CC(C)O1 (stereo not given)	99.1	107.7	107.5	110.4	80.0	110.3	107.4	100.9
C[C@]12CCC(=O)C=C1CCC1C2CC[C@@]2(C)C1CC[C@@H]2O (stereo not given in full)	98.6	98.7	96.4	x	88.5	97.6	x	65.2
CC[C@H](C)[C@H](NC(=O)CN(C)C)C(=O)N(C)[C@H](C[C@@H](OC(C)=O)c1nc(C(=O)NC23C4C5C2C2C3C4C52C(=O)OC)cs1)C(C)C (stereo not given in full)	-35.8*	19.4	6.2*	20.1	66.1	21.3	11.0	40.4
Nc1cccc2c1Cc1cc([N+](=O)[O-])ccc1-2	107.2	87.4	75.5	87.6	90.6	85.0	96.8	41.8
Cc1c2oc3c(C)ccc(C(=O)N[C@@H]4C(=O)N[C@H](C(C)C)C(=O)N5CCC[C@H]5C(=O)N(C)CC(=O)N(C)[C@@H](C(C)C)C(=O)OC4C)c3nc-2c(C(=O)N[C@@H]2C(=O)N[C@H](C(C)C)C(=O)N3CC(=O)C[C@H]3C(=O)N(C)CC(=O)N(C)[C@@H](C(C)C)C(=O)OC2C)c(N)c1=O (stereo not given in full)	-8.7*	-21.0*	2.9*	-13.1*	-17.7*	8.1*	x	-12.5*
CCCC(C)SP(=S)(SC(C)CCC)SC(C)CCC (stereo not given)	94.4	101.1	102.6	104.5	94.7	x	109.6	96.7

Filtered by structure, the compounds so far with a halogen (10)
SMILES	M14	HOP-62	CCRF-CEM	RPMI-8226	HOP-92	A549/ATCC	MOLT-4	EKVX
NC(=O)C(c1ccc(Cl)cc1)c1ccc(N(CCCl)CCCl)cc1 (stereo not given)	76.2	63.7	43.9	80.4	65.8	60.6	38.2	100.7
CC(C)(C)NCC(O)c1cc(Cl)c(N)c(Cl)c1 (stereo not given)	106.3	100.9	99.3	108.2	81.2	102.5	101.3	106.5
Fc1ccc(C2=NN(c3cc(Cl)cc(Cl)c3)C(c3sc(N(CCCl)CCCl)nc3Cl)C2)cc1 (stereo not given)	92.3	86.8	87.4	x	x	92.8	72.0	98.7
Nc1c(F)cc(-c2nc3cc(F)ccc3[se]2)cc1Br	88.0	39.8	95.5	35.1	49.7	22.5	91.2	32.7
O=[N+]([O-])c1ccc(CBr)cc1	106.0	97.4	100.8	111.1	106.8	x	101.3	100.9
CNC(C)(C)Cc1ccc(Cl)cc1	96.8	90.7	99.4	96.5	80.0	87.1	97.0	105.0
Clc1cc(N2CC2)nc(N2CC2)n1	57.4	63.9	54.8	80.4	68.4	62.3	46.6	107.2
ClCCN(CCCl)c1nc(Cl)c(C2CC(c3ccccc3)=NN2c2ccccc2)s1 (stereo not given)	92.4	79.5	88.9	x	x	88.9	75.4	89.5
N#CCc1ccc(Cl)cc1	97.3	93.2	110.0	104.5	101.2	99.1	101.1	109.4
CC1CN(CC(=O)c2ccc(Br)cc2)CC(C)O1 (stereo not given)	99.1	107.7	107.5	110.4	80.0	110.3	107.4	100.9

Only part of the results is shown; rates above refer to the full screens.
